# From PubChem
# Gal4-VP16 FLuc = inhibits Gal4-VP16 luciferase reporter, ROR gamma counter-screen; Drosophila S2 Gal4-VP16 UAS-luciferase, luminescence, 20 h; Potency, µM (top dose mostly 53.6 µM), without a hit: at the highest dose activity, negative = inhibition, hits mostly inhibitors; 310,000 compounds, 3.5% hits; AID 2546;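 further: Gal4-VP16 expression switched on by copper sulfate through the metallothionein promoter; potency means the concentration at half of the fitted maximal effect; on the % scale 0 is the no-effect control and ±100 the full control effect; nearly all actives have a fitted effect of over 50% in size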
# Giardia killer = Giardia lamblia killing | 340,000 compounds, 0.15% hits | AID 540267 | activity change, % at 7.66 µM, hits read low | Giardia lamblia trophozoite viability; in the data active means activity change below about -80%; inconclusive means between about -30% and that limit;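 further: parasites exposed to compound for two days anaerobically before the ATP read; on the % scale 0 is the no-effect control and ±100 the full control effect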
#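 Anaerobic 48 hrs incubation at 37 deg C of 100 trophozoites/well with test compounds; ATPLite 1-Step luminescence, 15-30 min RT, reports cellular ATP as viability.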
# uPA generation = inhibitors of cell surface uPA generation; cell surface uPA generation assay, qHTS; Potency, µM (titrated, usually from 38.3 µM), for the others: top-dose activity change, negative = inhibition, most hits filed as inhibitors; 330,000 compounds, 0.31% hits; AID 540303; active means well fitted inhibition curve with a large enough effect; inconclusive means small, poorly fitted or top-dose-only effect; inactive means no such curve, though single readings can be large or run the other way; tested in mouse RAW 264.7 cells; further: potency means the concentration at half of the fitted maximal effect; on the % scale 0 is the no-effect control and ±100 the full control effect; nearly all actives have a fitted effect of over 55% in size
# RORgamma inh = inhibitors of mouse ROR gamma transcriptional activity. P51450. Drosophila S2 Gal4-RORgamma UAS-luciferase reporter, 20 h. Potency, µM (doses to about 53.6 µM), for inactives: at the highest dose activity change, negative = inhibition, actives largely listed as inhibitors. 310,000 compounds, 5.4% hits. AID 2551; further: potency means the concentration at half of the fitted maximal effect; on the % scale 0 is the no-effect control and ±100 the full control effect; nearly all actives have a fitted effect of over 60% in size
# Target sequence (P51450 whole entry, looked up, the tested form may be a part): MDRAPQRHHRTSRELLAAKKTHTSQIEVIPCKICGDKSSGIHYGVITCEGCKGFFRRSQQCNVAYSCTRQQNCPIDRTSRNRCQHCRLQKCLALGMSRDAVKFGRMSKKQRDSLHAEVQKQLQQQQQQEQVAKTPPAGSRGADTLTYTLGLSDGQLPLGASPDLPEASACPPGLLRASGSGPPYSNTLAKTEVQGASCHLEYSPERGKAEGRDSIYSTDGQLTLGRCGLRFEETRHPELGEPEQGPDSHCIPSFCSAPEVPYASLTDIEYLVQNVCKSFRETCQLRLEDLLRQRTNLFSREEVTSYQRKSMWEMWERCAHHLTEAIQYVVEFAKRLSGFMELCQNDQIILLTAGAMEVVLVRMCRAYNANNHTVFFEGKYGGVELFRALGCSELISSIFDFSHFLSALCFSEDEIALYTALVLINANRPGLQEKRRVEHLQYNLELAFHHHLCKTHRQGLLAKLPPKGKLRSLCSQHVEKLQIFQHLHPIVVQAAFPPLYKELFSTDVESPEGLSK
#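 Compounds are pin-transferred onto Drosophila Schneider cells expressing a copper-inducible Gal4–ROR gamma transactivation domain fusion. After 1 hr, copper sulfate is added to 700 uM final; luciferase is read 20 hr later.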
# KCNH2 3.1 block = blocks the human KCNH2 3.1 channel isoform. activity change, % (tested at about 1.8 µM). U2OS KCNH2 3.1, thallium flux FluxOr; hits give low values. AID 720553. 340,000 compounds, 0.95% hits;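 active means maximum activity change below -70%; inconclusive means maximum activity change from -70% to -50%; inactive means maximum activity change above -50%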;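 further: thallium influx rate constant from kinetic fluorescence after stimulation buffer; on the % scale 0 is the no-effect control and ±100 the full control effect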
#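 Measured as rate of thallium-driven FluxOr signal in transduced U2OS cells carrying the 3.1 channel, read kinetically for 2 min upon stimulation; values are rate constants scaled to DMSO control wells.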
# FBPA coupling cs = coupling enzyme interference in Giardia aldolase counter-screen | coupling enzyme system counterscreen, AmpLite Red fluorescence | activity change, negative = inhibition, % at 58.2 µM, hits read low | 290,000 compounds, 0.67% hits; in the data active means activity change below about -30%; further: on the % scale 0 is the no-effect control and ±100 the full control effect
#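 Fluorescence at 525 nm excitation and 598 nm emission measured inhibition of the coupled detection system without aldolase. Compounds (at 57.5 uM final) were preincubated 10 min at room temperature with coupling enzyme reagent before a 20 min substrate/AmpLite Red step.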
# Tb PFK block = inhibitors of T. brucei phosphofructokinase; AID 485367; Potency, µM (highest dose often 57.5 µM), without a hit: at the highest dose activity, negative = inhibition, most hits filed as inhibitors; T. brucei PFK, ADP-Glo luminescence; O15648; 330,000 compounds, 0.17% hits;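 further: potency means the concentration at half of the fitted maximal effect; 0% = uninhibited 1x PFK enzyme wells and -100% = no-enzyme wells; nearly all actives have a fitted effect of over 60% in size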
# Target sequence (O15648 whole entry, looked up): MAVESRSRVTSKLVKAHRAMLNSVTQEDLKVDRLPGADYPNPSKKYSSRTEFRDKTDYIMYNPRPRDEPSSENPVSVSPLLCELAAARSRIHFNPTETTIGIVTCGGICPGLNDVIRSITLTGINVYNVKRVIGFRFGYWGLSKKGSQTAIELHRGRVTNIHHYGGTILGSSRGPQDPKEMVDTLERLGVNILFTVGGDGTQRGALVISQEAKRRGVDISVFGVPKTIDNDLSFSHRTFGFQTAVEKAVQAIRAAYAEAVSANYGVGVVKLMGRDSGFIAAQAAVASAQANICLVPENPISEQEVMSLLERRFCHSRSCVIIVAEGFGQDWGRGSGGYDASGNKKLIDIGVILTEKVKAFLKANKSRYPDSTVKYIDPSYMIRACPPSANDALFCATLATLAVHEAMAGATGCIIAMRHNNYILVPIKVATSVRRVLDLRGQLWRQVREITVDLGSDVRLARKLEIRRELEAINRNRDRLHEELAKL
#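 PFK 1.25 nM, F6P 0.5 mM, ATP 0.1 mM, 0.1 M TEA pH 8.0, 5 mM MgCl2, 0.01% Tween20, 0.1% BSA; 45 min RT. ADP-Glo readout. qHTS titration up to 57 uM; curves fitted, compounds curve-classed.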
# FLuc counter = firefly luciferase modulation, counter-screen for miR-21 project; 360,000 compounds, 6.9% hits; Potency, µM (series often up to 57.5 µM), without a hit: top-dose activity change, negative = inhibition, most hits filed as inhibitors; purified FLuc, Km substrates, luminescence inhibition; AID 588342; P08659;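 further: potency means the concentration at half of the fitted maximal effect; plate controls were vehicle for no effect and reference inhibitor for full effect; nearly all actives have a fitted effect of over 55% in size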
#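 Purified P. pyralis luciferase (10nM final) with 10uM D-luciferin and 10uM ATP (Km levels) in 50mM Tris acetate pH 7.5, 10mM Mg acetate, 0.01% Tween-20, 0.05% BSA; qHTS 6-point titration, ~60 µM downward; luminescence read.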
# ELG1 genotoxic = inducers of genotoxicity in HEK293T ELG1-luciferase cells | AID 504466 | HEK293T ELG1-luciferase reporter, luminescence, 16 h | 330,000 compounds, 1.3% hits | Potency, µM (highest dose often 46 µM), inactives show at the top dose activity change, positive = activation, usual class: activators; further: potency means the concentration at half of the fitted maximal effect; % of control where 0% means no effect; nearly all actives have a fitted effect of over 60% in size
#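 Luminescence read-out: rising ELG1-luciferase signal, reflecting elevated ELG1 protein under genetic stress, flags genotoxic compounds. Cells were treated for 16 hr at 37 °C before ONE-Glo detection.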
# NPC1 promoter act = activators of NPC1 promoter; Potency, µM (top dose mostly 9.22 µM), inactives show at the highest dose activation, hits mostly activators; Huh7 NPC1 promoter luciferase reporter, 24 h; 320,000 compounds, 2.4% hits; AID 485313;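 further: potency means the concentration at half of the fitted maximal effect; % of control where 0% means no effect; nearly all actives have a fitted effect of over 60% in size; reporter is driven by a mutant NPC1 promoter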
#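 Huh7 reporter cells (NPC1 promoter driving luciferase) are dosed with compound for 24 h at 37 °C, 5% CO2; luciferase detection reagent is then added and luminescence measured after 10 min at ambient temperature.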
# Rab9 promoter act = activators of Rab9 promoter. Huh7 Rab9 promoter-luciferase reporter, luminescence, 24 h. Potency, µM (doses to about 9.22 µM), without a hit: at the highest dose activation, negative = inhibition, most hits filed as activators. 320,000 compounds, 2.8% hits. AID 485297; further: potency means the concentration at half of the fitted maximal effect; % of control where 0% means no effect; nearly all actives have a fitted effect of over 60% in size
#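 Luciferase signal after 10 min detection reagent at ambient indicates Rab9 promoter upregulation; stably transfected Huh7 cells were treated 24 h with compound in DMSO at 37 °C, 5% CO2.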
# Active calls of the source: *; ? = inconclusive; . = no result given; & = joins results of further samples; [ ] = dose if it differs, or a comment. Unless noted, the call rests on the fitted dose curve; in most records, active means well fitted curve in the direction sought with a large enough effect; inconclusive means small, poorly fitted or top-dose-only effect, or another doubt; inactive means no such curve, though single readings can be large; an effect the other way counts as inactive or inconclusive. Rows were taken by chance; overall some 14% were active at least once.
SMILES,Gal4-VP16 FLuc,Giardia killer,uPA generation,RORgamma inh,KCNH2 3.1 block,FBPA coupling cs,Tb PFK block,FLuc counter,ELG1 genotoxic,NPC1 promoter act,Rab9 promoter act
CCN(CC)CCOC(=O)c1ccc(NC(=O)C2(c3ccccc3)CCCC2)cc1,-4%,16,1%,10%,-3,0,0%,0%,-2%,-3%,-5%
Cc1ccc(NC(=O)CN(C)C(=O)CNC(=O)c2sc3ccccc3c2Cl)cc1,.,-9,2%,.,-3,.,-8%,2.7µM*,16µM*,?,25%
CCCn1cc(NC(=O)c2cc3n(n2)C(C(F)(F)F)CC(c2ccccc2)N3)cn1 (stereo unspecified),?,2,.,16%,-13,2,-3%,13%,1%,-1%,-3%
O=C(CN1CCN(c2ccc(F)cc2)CC1)Nc1ccc(F)c(F)c1,3%,2,3%,-4%,-14,-3,0%,0%,-1%,1%,2%
COc1cc(N=c2c([N+](=O)[O-])nn(-c3ccc4c(c3)OCCO4)n2O)cc(OC)c1,-18%,?,-13%,15%,-17,-9,7%,?,15%,29%,?
CNC(=O)c1cc(S(=O)(=O)NC2CCCCCC2)ccc1C,.,23,1%,.,4,1,3%,-1%,0%,-2%,0%
Fc1cccc2sc(Nc3nc4cc5c(cc4s3)OCO5)nc12,7.1µM*,-10,5%,6.3µM*,-3,-1,-1%,4.3µM*,7.3µM*,4µM*,3.2µM*
NC(=O)C1CCN(C(=O)C2c3ccccc3C(=O)N3CCc4ccccc4C23)CC1 (stereo unspecified),-1%,-2,-2%,-21%,6,-22,-1%,0%,-6%,-2%,12%
CC1CC(C)CN(S(=O)(=O)c2ccc(C(=O)NCc3ccco3)cc2)C1 (stereo unspecified),-13%[10 µM],-19,4%,34%,4,3,1%,-4%,-9%,-2%,-6%
CC1c2cc3c(cc2CCN1S(=O)(=O)c1ccccc1)OCCCO3 (stereo unspecified),-6%,-15,-2%,3%,3,-1,-1%,-1%,-1%,-4%,4%
CCOc1ccc(CCNC(=O)Cn2c(-c3nonc3N)nc3ccccc32)cc1OCC,-8%,2,-2%,-3%,-8,1,0%,7%,-1%,-3%,-6%
Cc1ccc(CN2CCN(Cc3cc(=O)c4ccccc4[nH]3)CC2CCO)o1 (stereo unspecified),8%,-8,-12%,-6%,-2,3,-4%,-1%,1%,-1%,-12%
COc1cc2[nH]c3c(OC)ncnc3c2cc1OC,7%,-17,-15%,-4%,-3,-3,13%,?,14%,24%,0%
COc1cc(/C=N/NC(=O)c2[nH]nc3c2CCc2ccccc2-3)ccc1O,-23%,0,?,6%,9,-1,-2%,27µM*,-4%,1%,0%
Nc1ncnc2c1ncn2[C@@H]1O[C@H](CNC(=O)[C@@H]2C[C@H](F)CN2)[C@@H](O)[C@H]1O,.,33[activator],0%,.,-9,.,1%,.,9%,.,.
CC1CC(C)(C)NC(=S)N1CCCC(=O)NCc1ccccc1 (stereo unspecified),13%,-22,1%,?,3,-6,4%,-1%,1%,1%,8%
NC(=O)c1ccc(NC(=O)c2cnc3ccccc3n2)cc1,0%,-11,7%,11%,-45,0,-1%,?,?,?,2.5µM*
CC(=O)NCCc1ccc(C(=O)Cn2cnc3ccccc3c2=O)cc1,-8%,16,-2%,-4%,3,0,2%,?,16%,22%,?
COc1ccc(CC(=O)Nc2ccccc2C(C)=O)cc1S(=O)(=O)N1CCOCC1,.,15,3%,.,-9,.,-5%,-2%,-10%,-3%,4%
C=CCn1c(Cc2ccc(OC)cc2)nnc1SCC(N)=O,0%,4,.,-1%,4,2,1%,-2%,0%,-3%,-5%
COc1ccc(Nc2nc(-c3ccccc3)nc3ccccc23)cc1,2%,-6,-7%,17%,-38,0,8%,?,-7%,2%,-20%
CCCOC(=O)c1sc2nc3c(cc2c1N)C(=O)CCC3,9%,17,-3%,30%,2,-3,0%,0%,?,?,?
COc1ccc(CCNC(=O)c2ccc3c(c2)NC(=O)CS3)cc1OC,4%,-3,2%,-16%,-1,2,1%,6%,0%,2%,-4%
O=C(CCS(=O)(=O)c1ccc(Br)s1)NC1CCCCCC1,15%,-19,0%,33%,-4,-1,3%,1%,1%,3%,-3%
COc1ccc(-c2cc(C)no2)cc1S(=O)(=O)N1CCN(c2cccc(C)c2)C(C)C1 (stereo unspecified),2%,27,?,39%,5,.,-7%,4%&-11%,-5%,-28%,-34%[inhibitor]
O=C(CNS(=O)(=O)c1ccc(Br)s1)NCC1COc2ccccc2O1 (stereo unspecified),13µM*,13,25%,-17%,8,4,-2%,8%,-9%,-3%,-3%
CCOC(=O)C1CCCN(C(=O)CSc2ccc(Br)cc2)C1 (stereo unspecified),-17%,-7,-2%,6%,14,0,-2%,-12%,0%,0%,15%
O=[N+]([O-])c1ccc(-c2ccc(/C=N/O)o2)cc1,22%,8,1%,3%,-2,1,3%,?,?,29%,23%
Cc1cc(C)c(S(=O)(=O)NC2CCN(Cc3ccccc3)CC2)c(C)c1,-6%,6,8%,-6%,-9,-1,2%,0%,-5%,-4%,-5%
NC1=NC(=O)C(Cc2ccc(OC(F)(F)F)cc2)S1 (stereo unspecified),-9%,13,3%,36%,3,-1,4%,5%,-2%,1%,0%
CC(=O)Oc1ccc(C(=O)Nc2ccc3c(c2)OCCO3)cc1,-29%,-8,-9%,?,8,0,2%,11µM*,?,1µM*,1.6µM*
Cc1ccc(CNC(=O)CN2C(C)CCCC2C)cc1 (stereo unspecified),-8%,-14,0%,-8%,-8,2,-5%,0%,-5%,0%,10%
CCOc1ccc(C2C3=C(CC(C)(C)CC3=O)N(CC(=O)O)C3=C2C(=O)CC(C)(C)C3)cc1OCC,-1%,-7,10%,8%,-23,0,0%,4%,-2%,3%,-1%
O=c1cc(CN2CCN(S(=O)(=O)c3cccc(Cl)c3)CC2)c2ccc(O)cc2o1,.,-14,2%,.,2,.,-2%,.,-2%,.,.
COc1ccc(N2CC(C(=O)Nc3nnc(SCC(=O)NC4CCCC4)s3)CC2=O)cc1 (stereo unspecified),0%,-11,-1%,-8%,.,.,-4%,-1%,6%,0%,10%
Cc1ccc(-c2noc(CCCC(=O)NC3CCCC3)n2)cc1,?,0,-3%,-23%,21,-4,3%,?,7%,-10%,-16%
Cc1cc(Cl)ccc1OC(C)C(=O)Nc1ccc(S(=O)(=O)Nc2cnc3ccccc3n2)cc1 (stereo unspecified),-8%,-10,0%,?,6,7,-1%,3%,-4%,0%,-1%
COc1ccc(N2CCN(/C(=N\S(=O)(=O)c3ccc(C)cc3)Nc3nc(C)cc(C)n3)CC2)cc1,-12%,11,-1%,3%,-1,2,-1%,1%,2%,-1%,-1%
Brc1ccc(CN2CCN(Cc3c[nH]c4ccccc34)CC2)cc1,-15%,9,-14%,0%,-12,0,-10%,0%,-7%,0%,0%
C/C=C(\CS(=O)(=O)c1ccccc1)S(=O)(=O)c1ccccc1,6.3µM*,10,-10%,3.5µM*,3,-1,2%,-2%,-3%,-1%,-5%
CCCN1C(=O)N(C)C(N(O)C(=O)NC)C1(C)C (stereo unspecified),-5%,2,-2%,-12%,-3,3,-12%,-1%,-4%,3%,4%
CC(C)(C)CN1CCNC(=O)C1CC(=O)NCc1cccc(-n2cccn2)c1 (stereo unspecified),-16%,11,2%,11%,-6,0,-1%,0%,-3%,-2%,-2%
COCC(=O)N1CCC(Oc2ccc(C(=O)NCCc3ccncc3)cc2)CC1,9%,18,1%,-5%,-16,2,-3%,-2%,4%,-2%,-1%
CCOCCCN(C(=O)c1ccco1)C(C(=O)NC1CCCC1)c1ccc(OC)cc1 (stereo unspecified),2%,7,0%,13%,-2,0,2%,-2%,0%,-3%,3%
S=C(NCc1ccc(Cl)cc1)NCc1ccco1,10µM*,4,-2%,7.1µM*,-7,1,3%,-18%,8%,1%,7%
COc1cccc(CNC(=O)C2CCN(c3nnc(N4CCCC4=O)s3)CC2)c1,2%,-8,-14%,-12%,1,-1,1%,0%,1%,-5%,1%
COc1cccc(N2CCN(C3CC(=O)N(c4ccc(C)c(Cl)c4)C3=O)CC2)c1 (stereo unspecified),-9%,0,.,32%,-23,4,1%,-1%,0%,1%,-6%
